Compound activity deposited in PubChem BioAssay by several laboratories.
GPR55 beta-arrestin: GPR55 agonists via beta-arrestin recruitment, primary screen, imaging, U2OS cells, beta-arrestin-GFP redistribution (AID 1961). activation, % at 10 µM; hits with a dose series show EC50 in µM. U2OS GPR55 beta-arrestin-GFP redistribution imaging; higher % means a stronger effect. 290,000 tested, 0.048% active;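 active means activation above 40% with more than 50 cells counted in the well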;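 further: U2OS osteosarcoma cells stably expressing GPR55 and beta-arrestin-GFP; plate controls were DMSO negative control for no effect and LPI positive control for full effect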
GPR35 arrestin U2OS: GPR35 antagonists blocking zaprinast-driven arrestin recruitment, primary screen, imaging, U2OS, beta-arrestin-GFP, zaprinast agonist (AID 2058) | U2OS GPR35 beta-arrestin-GFP translocation imaging, zaprinast antagonism; higher % means a stronger effect | inhibition, % at 10 µM; hits with a dose series show IC50 in µM | 290,000 tested, 0.052% active;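 active means inhibition of at least 50% with at least 30 cells and total cytoplasm GFP at most 10,000,000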
GPR55 LPI antagonism: GPR55 antagonists blocking LPI-driven arrestin recruitment, primary screen, imaging, U2OS, beta-arrestin-GFP, LPI agonist (AID 2013). U2OS GPR55 beta-arrestin-GFP translocation imaging, LPI antagonism; higher % means a stronger effect. inhibition, % at 10 µM, or IC50 in µM where a hit was titrated. 290,000 tested, 0.13% active;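 active means spots per cell inhibited over 60%, with over 100 cells counted and total cytoplasm intensity under 500,000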;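 further: U2OS cells stably carrying GPR55 and arrestin-GFP stimulated by 5 µM LPI near EC80; imaged beta-arrestin-GFP aggregate spots per cell after agonist stimulation; plate controls were LPI-stimulated DMSO wells for no effect and DMSO wells without LPI for full effect; some results filed as inactive read as strong as hits; confirmed hits need IC50 under 10 µM and bright autofluorescent wells are also inconclusive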
LYP phosphatase: inhibitors of LYP phosphatase, biochemical, fluorescence intensity, uHTS (AID 1779) | one-dose inhibition, % at 11.5 µM; IC50 in µM for titrated hits | 290,000 tested, 0.054% active | recombinant LYP phosphatase, fluorescence intensity; higher % means a stronger effect; in the data active means inhibition above about 50%;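 further: plate controls were vehicle with enzyme for no effect and no enzyme for full effect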
T cell modulator: T cell immune modulation candidate; 2C CD8+ T cell-vesicle binding, flow cytometry; stronger effect = lower value; calls only at 7 µM; 330,000 tested, 0.068% active;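 active means response, share of CD8 T cells binding vesicles, and their 90th percentile fluorescence all below set limits, cut at about 80% in these data, passing the limit was not always enough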
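Material: murine 2C transgenic CD8+ T lymphocytes / Also added: QL9-peptide-loaded Drosophila micro-vesicles bearing Ld, ICAM-1 and B7-1 / Schedule: binding step 1.5 h, 37 °C, antibody labelling 20 min, ice / Signal: flow cytometry, PE anti-B7-1 (FL2) versus Alexa647 anti-CD8 (FL8), PFA-fixed / Evaluation: percent CD8+ FL2 mean versus row control / Benchmarks: naked versus QL9-loaded vesicles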
SV40 large T antigen: SV40 large T antigen inhibitors, biochemical (AID 1903); SV40 large T antigen ATPase/helicase inhibition assay; higher % means a stronger effect; inhibition, % at 20 µM, or IC50 in µM where a hit was titrated; 310,000 tested, 0.39% active; in the data active means a potency from the dose series; further: strong numbers were not always called active
MgcRacGAP inhibition: MgcRacGAP GTPase-activating activity inhibitors, confirmation, biochemical, ADP Hunter fluorescence; MgcRacGAP-stimulated Rac1 GTP hydrolysis, ADP Hunter fluorescence; higher % means a stronger effect; GST-tagged Rac1 F28L mutant substrate; inhibition, % at 30 µM; hits with a dose series show IC50 in µM; 340,000 tested, 0.6% active; AID 624330;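 active means first-screen hits whose inhibition reached a set limit at any dose in the follow-up dose series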;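 further: fluorescence reports GDP produced by GAP-driven GTP hydrolysis; strong numbers were not always called active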
NTR1 agonist: NTR1-driven beta-arrestin-GFP spot formation – imaging, U2OS cells, high content, primary screen (AID 493036); agonist mode; activation, % at 20 µM; 330,000 tested, 0.17% active;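 active means activation at or above 40% of the spot to cytoplasm intensity ratio, with at least 20 cells analyzed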;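 further: 0% = DMSO without peptide and 100% = 100 nM NTR1 peptide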
Target sequence (P30989 whole entry, looked up): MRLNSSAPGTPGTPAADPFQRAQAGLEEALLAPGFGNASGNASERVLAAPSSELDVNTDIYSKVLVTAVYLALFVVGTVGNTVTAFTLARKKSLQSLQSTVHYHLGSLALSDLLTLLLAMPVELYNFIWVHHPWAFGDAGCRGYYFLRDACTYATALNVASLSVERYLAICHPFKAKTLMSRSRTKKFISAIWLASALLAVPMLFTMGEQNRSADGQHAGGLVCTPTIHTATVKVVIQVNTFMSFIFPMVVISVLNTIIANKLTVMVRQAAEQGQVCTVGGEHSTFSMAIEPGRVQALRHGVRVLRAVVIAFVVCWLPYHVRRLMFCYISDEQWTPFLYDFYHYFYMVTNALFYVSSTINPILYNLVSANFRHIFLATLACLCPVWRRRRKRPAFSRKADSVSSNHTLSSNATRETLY
Lipid droplet: hepatic lipid droplet formation modulation | AML12 mouse hepatocytes, oleate lipid droplets, BODIPY imaging | inhibition, % at 6.5 µM | 240,000 tested, 0.4% active;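 active means lipid droplet intensity inhibited by at least 50%, with more than 500 cells counted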
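Material – mouse AML12 hepatocyte cell line, fixed after treatment · Compound dosing – one dose, 6.5 µM compound · Times – compound with oleate, overnight · Measured by – Image-based BODIPY and DAPI two-channel analysis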
Lipid droplet cells 6.5 µM: recorded beside Lipid droplet, whose call it bears; cell count; measured here: cell count, cytotoxicity flag;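 cells counted across two imaged fields per well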
T cell modulator vesicle-bound %: second read-out of T cell modulator, no call of its own (marks repeat the call); double positive events, %; measured here: CD8+ vesicle-bound cell fraction;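 binding gate set so that unloaded-vesicle control wells show 10% double positive cells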
NTR1 agonist cell count 20 µM: further read-out of NTR1 agonist, marked with its call; cell count; measured here: cell count, cytotoxicity flag
* hit, by the source's call; i = inactive; . = no result given.

SMILES | GPR55 beta-arrestin | GPR35 arrestin U2OS | GPR55 LPI antagonism | LYP phosphatase | T cell modulator | T cell modulator vesicle-bound % | SV40 large T antigen | MgcRacGAP inhibition | NTR1 agonist | NTR1 agonist cell count 20 µM | Lipid droplet | Lipid droplet cells 6.5 µM
COC(=O)c1ccc2c(c1)N(Cc1cc(C)ccc1C)C(=O)c1ccccc1S2=O (stereo not given) | 0.3% | -15% | 14% | -5% | . | . | 6% | . | . | . | -2 | 687
O=C1N2CCSC2=NC1(Nc1nccs1)C(F)(F)F (stereo not given) | -0.1% | -2% | -2% | 3% | i | 26 | -5% | -3% | 1.1 | 46 | 0 | 814
CC1CC/C(=C\c2ccc3c(c2)OCO3)C(=O)/C1=C/c1ccc2c(c1)OCO2 (stereo not given) | 0.3% | -5% | 12% | 0% | i | 10 | 2% | 7% | -0.3 | 83 | . | .
O=C(NC(=S)NCCO)c1cn(-c2ccccc2)nc1-c1ccccc1 | -0.6% | 4% | -23% | -1% | i | 41 | 23% | 4% | 5.8 | 26 | 0 | 683
O=C(Nc1ccc([N+](=O)[O-])cn1)c1cc(-c2cccc(Br)c2)nc2ccccc12 | -0.1% | 4% | 10% | -1% | i | 44 | 15% | -3% | 2.5 | 67 | 64* | 648*
CN1CCC(Oc2ccc(Sc3ccccc3)cc2)CC1 | -0.3% | -5% | 20% | -4% | i | 37 | 8% | 12% | 0.6 | 73 | 0 | 662
CCN1CCN(CCCN(Cc2ccco2)C(=S)Nc2cc(Cl)ccc2C)CC1 | 0.0% | -4% | 3% | 3% | i | 47 | -1% | 11% | -0.8 | 67 | -21 | 710
N#CC1(c2ccc(NC(=O)c3ccccc3)cc2)CCCC1 | 0.3% | 1% | 2% | -6% | i | 22 | 2% | 3% | . | . | . | .
COC(=O)C1CCN(C(=O)c2sc3nc(-c4ccc(F)cc4)cn3c2C)CC1 | -0.1% | -5% | 8% | -5% | i | 10 | 7% | 8% | -1.5 | 77 | -7 | 604
COc1cc(CCC(=O)N2CCN(c3ccc(N4CCOCC4)nn3)CC2)cc(OC)c1OC | -0.1% | 18% | -3% | -5% | i | 36 | 7% | . | 0.1 | 82 | . | .
CC(C)c1cc(=O)[nH]c(SCC(=O)NC2CCCC2)n1 | 0.2% | -4% | 12% | -13% | i | 20 | 31% | 6% | -0.7 | 72 | -12 | 660
COc1ccc(CCNC(=O)C2CC3Cn4c(nc5cc(Cl)c(Cl)cc54)C3N2C)cc1 (stereo not given) | -0.1% | 15% | 5% | -4% | i | 8 | 1% | -5% | -3.7 | 112 | 19 | 661
COc1cccc(CC(NC(C)=O)C(=O)NC2CCN(C(=O)c3ccncc3)CC2)c1OC (stereo not given) | 0.6% | 3% | 43% | -10% | . | . | . | -11% | -0.7 | 40 | 5 | 741
Cc1ccc(N2CCN(/N=C/c3cccnc3)CC2)cc1 | 0.0% | 4% | 36% | -5% | i | 26 | 5% | -7% | 1.3 | 69 | -1 | 847
CCCCCCc1cc2cc(S(=O)(=O)c3ccc(F)cc3)c(=O)oc2cc1O | 0.2% | -13% | -5% | -8% | i | 51 | 3% | 8% | 3.4 | 49 | -27 | 637
O=c1[nH]c2c(=O)[nH]cnc2nc1-c1ccccc1 | . | . | . | . | i | 26 | 15% | 13% | -1.5 | 52 | . | .
O=C(CNS(=O)(=O)c1cccc2nonc12)NCc1ccc(F)cc1 | -0.3% | -10% | -6% | -3% | i | 20 | 2% | 6% | 0.5 | 91 | -2 | 659
O=C(Nc1nnc(SCc2cccnc2)s1)C1CC(=O)N(c2ccc(F)cc2)C1 (stereo not given) | -0.1% | -5% | 5% | -6% | i | 39 | 20% | 6% | -0.2 | 58 | -7 | 645
COc1ccc(C(=O)C2CCCN(C(=O)c3ccc(OC)o3)C2)c(C)c1 (stereo not given) | -0.1% | 3% | -10% | -1% | i | 57 | 8% | 11% | 1.2 | 50 | -13 | 694
O=C(Nc1ncccc1Cl)c1ccccc1F | 0.3% | 11% | -7% | 0% | i | 22 | 3% | -2% | 5.5 | 64 | 24 | 717
Cc1ccc(C(=O)Nc2nnc(S(=O)(=O)N3CCN(c4ccc(F)cc4)CC3)s2)cc1 | -0.2% | 22% | -5% | -5% | i | 9 | -4% | 5% | 3.8 | 88 | 4 | 744
CCN1CCN(CCc2nc3cc([N+](=O)[O-])ccc3n2C)CC1 | 0.0% | -12% | -3% | -9% | i | 30 | 11% | 7% | -1.2 | 38 | -2 | 704
COc1ccccc1CNC(=O)COc1ccc(Br)c(C)c1 | -0.1% | 9% | -2% | -4% | i | 39 | -1% | 1% | 0.0 | 70 | -4 | 836
O=C(NC1CCCCC1)C(c1ccc(F)cc1)N(Cc1ccco1)C(=O)c1ccccn1 (stereo not given) | -0.4% | -4% | 7% | 1% | i | 54 | 6% | -3% | -0.5 | 77 | 8 | 693
CC(C)OCCCNC(=O)CCC(=O)NNc1nc2ccccc2c2nc(-c3ccccc3)nn12 | 0.1% | -17% | 9% | 3% | i | 52 | 10% | 8% | -0.6 | 70 | 6 | 600
Cc1ccc(Oc2ccc(-c3nc(N)nc(N)n3)cc2)cc1C | 0.0% | 4% | 5% | -1% | i | 9 | 19% | 3% | 7.8 | 68 | 11 | 858
Cc1ccccc1C(=O)NCCCNC(=O)c1cnccn1 | 1.2% | 0% | -7% | -6% | i | 47 | 2% | 4% | 1.3 | 43 | 6 | 838
COc1ccc(NC(=O)c2cccc3c2C(=O)N(CC2CCCO2)C3)cc1OC (stereo not given) | -0.1% | 10% | 3% | -4% | i | 11 | 16% | 5% | 4.0 | 58 | 15 | 754
c1cc2c(cc1C1CCCN1)OCCCO2 (stereo not given) | -0.3% | 6% | 22% | 2% | i | 66 | 2% | 5% | -2.6 | 49 | 21 | 710
S=c1[nH]nc(-c2ccc3ccccc3n2)n1-c1ccccc1Cl | 0.6% | 1% | 13% | 2% | i | 44 | 2% | 8% | . | . | -1 | 655
CCCS(=O)(=O)N1CCC(C(=O)Oc2ccc(OC)cc2)CC1 | -0.4% | -10% | -13% | -1% | i | 59 | 9% | 10% | 1.4 | 70 | 8 | 790
COc1ccc(N(CC(=O)NC2CCCCCC2)S(=O)(=O)c2c(C)nn(C)c2C)cc1 | 0.1% | -11% | 17% | -6% | i | 34 | -2% | 7% | -1.1 | 81 | . | .
CCNC(=S)NNC(=O)c1cc(Br)cs1 | -0.5% | 9% | 3% | -6% | i | 37 | 19% | 11% | 0.0 | 40 | 1 | 687
COc1ccc(-c2oc3cc(O)c(OC)c(O)c3c(=O)c2OC)cc1 | 0.0% | 12% | 6% | -2% | i | 31 | 3% | 12% | 1.2 | 73 | 12 | 766
CC1CCN(S(=O)(=O)c2ccc3ccccc3c2)CC1 | 0.2% | -8% | 5% | -10% | i | 23 | 11% | 1% | 1.4 | 88 | 2 | 775
COC(=O)c1ccc(CSc2nc3ccccc3c(=O)n2-c2ccc(OC)c(OC)c2)o1 | -0.1% | -15% | 5% | 1% | i | 34 | 7% | -1% | 0.2 | 40 | -2 | 739
CCC(C)(C)n1nnnc1C(c1ccc2ncccc2c1)N1CCCC(C)C1 (stereo not given) | 0.1% | -7% | -3% | -2% | i | 0 | 3% | 3% | 3.4 | 55 | -50 | 687
COCCNS(=O)(=O)c1ccc2c(c1)Cc1cc(S(=O)(=O)NCCOC)ccc1-2 | 0.6% | 13% | -20% | -10% | i | 59 | 1% | 3% | 0.6 | 70 | 4 | 849
CC(C)NC(=O)CC(=O)N/N=C/c1ccccc1F | 1.6% | 8% | 18% | -3% | i | 43 | 11% | 3% | 0.2 | 34 | . | .
CCOC(=O)c1cc(C(=O)c2ccccc2O)cn2c(=O)c3c(C)c(C)sc3nc12 | -0.1% | 0% | -3% | 2% | i | 33 | 3% | . | 5.4 | 54 | -10 | 694

Entries of single compounds, looked up by structure. Order of screens: GPR55 beta-arrestin	GPR35 arrestin U2OS	GPR55 LPI antagonism	LYP phosphatase	T cell modulator	T cell modulator vesicle-bound %	SV40 large T antigen	MgcRacGAP inhibition	NTR1 agonist	NTR1 agonist cell count 20 µM	Lipid droplet	Lipid droplet cells 6.5 µM
`CCOC(=O)c1cc(C(=O)c2ccccc2O)cn2c(=O)c3c(C)c(C)sc3nc12` in the list: -0.1%	0%	-3%	2%	i	33	3%	.	5.4	54	-10	694
`CCNC(=S)NNC(=O)c1cc(Br)cs1` in the list: -0.5%	9%	3%	-6%	i	37	19%	11%	0.0	40	1	687
`c1cc2c(cc1C1CCCN1)OCCCO2` (stereo not given) in the list: -0.3%	6%	22%	2%	i	66	2%	5%	-2.6	49	21	710

New compounds follow:
SMILES | GPR55 beta-arrestin | GPR35 arrestin U2OS | GPR55 LPI antagonism | LYP phosphatase | T cell modulator | T cell modulator vesicle-bound % | SV40 large T antigen | MgcRacGAP inhibition | NTR1 agonist | NTR1 agonist cell count 20 µM | Lipid droplet | Lipid droplet cells 6.5 µM
O=C(O)C1Cc2ccccc2CN1C(=O)c1ccccc1Cl (stereo not given) | -0.2% | 5% | 0% | 0% | i | 41 | 1% | 5% | -1.7 | 91 | 4 | 764
COc1cc(-c2noc(-c3ccco3)n2)cc(OC)c1OC | -0.2% | -5% | 13% | -10% | i | 7 | 3% | 3% | 2.8 | 88 | . | .
CCC1Oc2ccc(C)cc2N(CC(=O)NCC2CCCO2)C1=O (stereo not given) | 0.0% | 8% | 1% | 2% | i | 42 | -7% | 5% | -0.7 | 43 | -2 | 829
O=C1C(C=NCc2ccncc2)=C(O)c2ccccc21 | 0.2% | -7% | -4% | -4% | i | 61 | 14% | -7% | -0.8 | 43 | -8 | 759
N#Cc1ccc(OCCN2C(=O)NC3(CCSC3)C2=O)cc1 (stereo not given) | -0.6% | 6% | -4% | -5% | i | 55 | 11% | 5% | -1.1 | 84 | . | .
CCOC(=O)C1(C)NC(c2ccccc2F)C2C(=O)N(CC)C(=O)C21 (stereo not given) | -0.1% | 3% | 21% | -7% | i | 50 | 5% | -1% | 1.4 | 62 | 16 | 697
COc1cc(C(c2c(O)nc(SC)[nH]c2=O)c2c(O)nc(SC)[nH]c2=O)cc(OC)c1OC | 0.2% | 12% | -2% | -5% | i | 51 | 8% | 17% | -1.4 | 57 | 5 | 768
Brc1ccc2ncnc(Nc3ccc(N4CCOCC4)cc3)c2c1 | -0.1% | 8% | 10% | -2% | i | 14 | 27% | 18% | -0.1 | 55 | 7 | 758
